aSyn tox rescue: qHTS of alpha-syn Inhibitors: NCGC Sytravon Library Screen | S. cerevisiae alpha-synuclein toxicity rescue, BacTiter-Glo growth, 24 h | Potency, µM (series often up to 46.1 µM), for the others: top-dose growth rescue (activation), usual class: activators | 94,000 compounds, 0.02% hits | AID 1347070, 2019; active = well fitted activation curve with a large enough effect; inconclusive = small, poorly fitted or top-dose-only effect; also: 0% is about no effect
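Growth restoration measured by BacTiter-Glo luminescence after 24 hr at 30 deg C; alpha-synuclein yeast, raffinose-pregrown to mid-log, were added at OD600=0.02 in galactose medium onto pinned compounds.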
An asterisk follows results filed as active; ? = inconclusive; [ ] = another dose, or the depositor's remark. Potency is read from the fitted curve at half-maximal effect. Not all compounds are listed; rates above refer to the full screens.

SMILES	aSyn tox rescue
O=C(NCCc1ccccc1)C(=O)NCC1OCCN1S(=O)(=O)c1ccc(F)cc1 (configuration not stated)	-7.5%
COc1ccc(NC(=O)COc2ccc(-n3cnnn3)cc2)cc1OC	1.6%
CCOCCCNS(=O)(=O)c1ccc(NC(=O)N2c3ccccc3Sc3ccccc32)cc1	2.6%
CCOc1ccc(NC(=O)Nc2cc(C(C)C)c(O)cc2C)cc1	4.5%
N#Cc1c[nH]n2c(NC3CCCCC3)c(-c3cccc(Cl)c3)nc12	-5.0%
O=C(NC1CC1)c1ccc(CS(=O)(=O)c2c(Cl)cccc2Cl)o1	-10.3%
Cc1ccc2c(cnn2C(=O)CCC(=O)NCc2ccccc2Cl)c1	1.9%
Cc1ccc(NC(=O)c2cc(S(=O)(=O)N3CCCCCC3)ccc2F)cc1F	-2.3%
Cc1ccc2nc(-c3ccc(C)o3)c(Nc3ccc4c(c3)OCCO4)n2c1	-19.4%
O=C(Cn1ncc2c3ccccc3n(Cc3ccccc3)c2c1=O)NCc1ccccc1	-1.3%
Cc1ccc(S(=O)(=O)NCC2CCC(C(=O)NC3CCCCC3)CC2)cc1 (configuration not stated)	10.3%
CCOC(=O)Cn1c(=N)n(CCOc2ccc(OC)cc2)c2ccccc21	-8.0%
O=C(Nc1ccccc1)OCC1CCCO1 (configuration not stated)	-4.0%
C[C@H]1CN(c2ccc(Br)cc2)C(=O)[C@@H]1CC(=O)Nc1ccc(Br)cc1	-0.7%
O=C(CSc1nc(=O)n(Cc2ccncc2)c2c1CCC2)Nc1cccc(F)c1	1.6%
CC(=O)Oc1ccc(C(=O)Nc2cccc(NC(=O)c3ccco3)c2)cc1	-3.4%
COc1ccc(Cn2nnc(C(=O)Nc3cc(OC)ccc3OC)c2N)cc1	-7.4%
Cc1ccc(NC(=O)c2c(C)oc3ccc(O)c(CN4CCCCCC4)c23)c(C)c1	0.7%
Cc1ccc(OCC(=O)NNC(=O)c2cc(S(=O)(=O)N(C)C)ccc2N2CCCC2)cc1	0.2%
NC(=O)C1CCN(S(=O)(=O)c2ccc3c(c2)OCCO3)CC1	-6.6%

Grouped by structure, those above containing nitrogen in an aromatic ring (8)
SMILES	aSyn tox rescue
COc1ccc(NC(=O)COc2ccc(-n3cnnn3)cc2)cc1OC	1.6%
N#Cc1c[nH]n2c(NC3CCCCC3)c(-c3cccc(Cl)c3)nc12	-5.0%
Cc1ccc2c(cnn2C(=O)CCC(=O)NCc2ccccc2Cl)c1	1.9%
Cc1ccc2nc(-c3ccc(C)o3)c(Nc3ccc4c(c3)OCCO4)n2c1	-19.4%
O=C(Cn1ncc2c3ccccc3n(Cc3ccccc3)c2c1=O)NCc1ccccc1	-1.3%
CCOC(=O)Cn1c(=N)n(CCOc2ccc(OC)cc2)c2ccccc21	-8.0%
O=C(CSc1nc(=O)n(Cc2ccncc2)c2c1CCC2)Nc1cccc(F)c1	1.6%
COc1ccc(Cn2nnc(C(=O)Nc3cc(OC)ccc3OC)c2N)cc1	-7.4%

Going on with the list:
SMILES	aSyn tox rescue
Cc1ccsc1C1NC(=O)c2c(sc3c2CCN(C)C3)N1 (configuration not stated)	-2.6%
O=C(O)C1CCC(Cn2c(SCc3cc(=O)n4cc(Br)ccc4n3)nc3ccsc3c2=O)CC1 (configuration not stated)	6.4%
CCOc1ccc(-n2c(SCC(=O)Nc3ccc4c(c3)OCO4)nc3c(c2=O)SCC3)cc1	-9.6%
Cc1cccc(NC(=O)COC(=O)CC2CCCC2)c1C	2.1%
O=C(NCc1ccc2c(c1)OCO2)c1ccc2c(c1)N(Cc1ccccc1)C(=O)c1ccccc1S2=O (configuration not stated)	-5.1%
O=C(NCCn1cc(SCc2ccc(C(F)(F)F)cc2)c2ccccc21)c1ccccc1F	14.6%
O=c1[nH]c2ccc(NCc3ccccc3F)cc2[nH]1	-8.0%
COc1cc(Cl)c(C)cc1NC(=O)c1ccc2c(Cl)c3c(nc2c1)CCC3	-1.9%
CCC(C)(C)NC(=O)Cc1ccc(Cl)cc1	-18.7%
Cc1cccc(N2CCN(C(=O)Cc3ccc(-n4c(=O)[nH]c5ccsc5c4=O)cc3)CC2C)c1 (configuration not stated)	4.5%
CCOc1ccc(CCNC(=O)c2cccc(Nc3nc4ccccc4nc3-n3nc(C)cc3C)c2)cc1OCC	-4.7%
COc1ccc(-c2cc(C(F)(F)F)n3nc(C(=O)O)c(Cl)c3n2)cc1OC	-17.3%
CN(C)c1ccc(CNC(=O)c2cnc3sc(N4CCCCCC4)nn3c2=O)cc1	-6.3%
O=C(NC1CCN(Cc2ccccc2)CC1)c1cccc(OC(F)F)c1	5.1%
O=c1c2[nH]c3ccc(F)cc3c2nc2n1CCS2	-3.2%
Cc1cccc(CCNC(=O)c2cc(S(=O)(=O)N3CCOCC3)cn2C)c1	11.3%
O=C(/C(=C(\O)c1ccccc1)c1nc2ccccc2[nH]1)c1ccccc1	-6.0%
O=C(CN(c1ccc(F)cc1)S(=O)(=O)c1ccccc1)Nc1ccccc1C(=O)O	-1.5%
Cc1cccc(-n2c(=S)[nH]c3sc4c(c3c2=O)CCc2ccccc2-4)c1	-22.8%
COc1ccc(C(=O)N2CCC(O)(c3ccc(Cl)cc3)CC2)cc1OC	4.3%

Next section, starting with the last 2 of the part before.
SMILES	aSyn tox rescue
Cc1cccc(-n2c(=S)[nH]c3sc4c(c3c2=O)CCc2ccccc2-4)c1	-22.8%
COc1ccc(C(=O)N2CCC(O)(c3ccc(Cl)cc3)CC2)cc1OC	4.3%
CCOC(=O)CSc1nc2ccc(NC(=O)c3ccccc3)cc2s1	?
CN1CCN(C(CNC(=O)C(=O)NC2CCCCC2)c2ccc(F)cc2)CC1 (configuration not stated)	-15.0%
CCCN1CCN(CCCNC(=O)c2ccc(CS(=O)c3ccc(OC)cc3)o2)CC1 (configuration not stated)	-2.8%
Cc1ccc(-n2nc(C)c3c(C)c(CCC(=O)NCc4ccc(Cl)cc4)c(C)nc32)cc1	-5.7%
Cc1cc2c(cc1S(=O)(=O)Nc1cccc(Cl)c1C)n(C)c(=O)c(=O)n2C	0.5%
Fc1cc(Br)ccc1Nc1c2c(nc3nc(-c4cccs4)nn13)CCCC2	8.7%
COCCNC(=O)c1ccc2c(c1)N(Cc1c(F)cccc1Cl)C(=O)c1ccccc1S2	3.6%
CCOCCc1nn2c(=O)cc(COC(=O)c3ccc4c(c3)OCO4)nc2s1	6.7%
Cc1c(C(=O)N(C)C)sc2c1c(=O)n(-c1ccc(Cl)c(Cl)c1)c(=O)n2CC(=O)N1CCCCC1C (configuration not stated)	5.3%
CCCc1nc2ccc([N+](=O)[O-])cc2[nH]1	-8.1%
O=C(CN1C(=O)COc2ccc(S(=O)(=O)N3CCCC3)cc21)NCc1ccccn1	-7.1%
COc1cc(-c2csc(CCn3nc(C)cc3C)n2)cc(OC)c1OC	2.6%
Cc1cccc(NC(=O)Cn2nnc(C(=O)Nc3ccc(F)c(Cl)c3)c2N)c1	-2.9%
Cc1nn(C)c2c1c(C(F)(F)F)cc(=O)n2CC(=O)NCCC(C)C	11.1%
O=C(c1ccc(CSc2nc3ccncc3n2Cc2ccc(F)cc2)cc1)N1CCCCCC1	4.4%
Cc1ccc(C2(C)NC(=O)N(CC(=O)Nc3cc(S(=O)(=O)N4CCCCC4)ccc3OC(C)C)C2=O)cc1 (configuration not stated)	-1.0%
CCOCCc1nn2c(=O)cc(COC(=O)c3ccccc3NC(=O)c3ccc(C)cc3)nc2s1	5.0%
CCc1ccc(C(=O)c2cnc3ccc(C)cc3c2S(=O)(=O)c2ccc(OC)cc2)cc1	4.5%
O=C(Nc1cccc(-c2ccc(N3CCOCC3)nn2)c1)c1ccc(Cl)cc1	0.3%
CC(C)OP(=O)(OC(C)C)C(NC(=O)c1ccccc1Br)C(N)=O (configuration not stated)	1.3%
CCOc1cc(NC(=O)CCl)c(OCC)cc1NC(=O)CCl	10.1%
CCOC(=O)c1cc(OC(=O)c2ccccc2F)n(-c2ccccc2)n1	-7.3%
Cc1ccccc1C(=O)Nc1nc(-c2ccc(Br)cc2)ns1	-22.4%
CC(OC(=O)CCc1cc(C(C)(C)C)c(O)c(C(C)(C)C)c1)C(=O)NC1CC1 (configuration not stated)	-7.9%
CCOC(=O)c1c(C)[nH]c(C)c1S(=O)(=O)N1CCC(C(=O)Nc2ccc(OC)c(OC)c2)CC1	-4.9%
CC1=C(C(=O)Nc2ccc(Cl)cc2)C(c2cccs2)n2nc(SCc3cccc(C)c3)nc2N1 (configuration not stated)	-0.9%
CNc1ccccc(-c2ccc3ccccc3n2)c1=O	-7.5%
CCN(CC)C(=O)C1CCCN(c2ncnc3onc(C)c23)C1 (configuration not stated)	1.8%
COc1ccc2c(c1)CCc1cn3nc(C)cc3nc1-2	-15.1%
O=C(CSc1nccn1Cc1ccc(F)cc1)Nc1nc2ccccc2s1	?
Cc1ccccc1C(=O)Nc1ccccc1NC(=O)c1ccccc1C	-10.0%
Cc1ccc(-n2ncc(C(=O)NCCN3CCc4ccccc4C3)c2C2CCN(C(=O)OC(C)(C)C)CC2)cc1C	-6.0%
COc1ccc(CCNCC(O)COc2cccc(Br)c2)cc1 (configuration not stated)	-10.7%
O=C(CN1CCc2ccccc2C1)Nc1ccc(F)cc1F	3.6%
C[C@@H]1CN([C@@H](C)CO)C(=O)CCCn2nncc2CO[C@H]1CN(C)Cc1cccc2c1OCCCO2	-2.1%
CC(CNC(=O)Cn1ccc2cc(S(=O)(=O)N3CCCCCC3)ccc21)c1ccccc1 (configuration not stated)	-6.6%
CCCOc1cccc(C(=O)Nc2cccc(NC(=O)c3ccc(C(C)(C)C)cc3)c2)c1	8.6%
COc1ccc(-n2nc(C(=O)N3CCN(c4ccccc4OC)CC3)c3c4ccccc4n(C)c3c2=O)cc1Cl	-11.2%
COc1ccc(-c2nc(-c3cccnc3)no2)cc1OC	8.5%
COc1ccc(-c2nc3cc(C(C)C)ccc3o2)cc1NC(=O)c1ccccc1[N+](=O)[O-]	1.0%
CCOc1ccc(CCNC(=O)c2oc(=O)c3ccccc3c2-c2ccc(C)cc2)cc1OCC	3.4%
CSc1ccc(/C=C/c2nc3ccccc3n2S(=O)(=O)c2ccc(Br)cc2)cc1	-60.0%[inhibitor]
N#CCSc1ccccc1NC(=O)COC(=O)CCNC(=O)c1ccc([N+](=O)[O-])cc1	6.0%
COC(=O)c1cn(C(=O)c2ccc3c(c2)OCO3)c2ccccc12	-3.2%
COc1ccccc1N1CCN(c2ccc(=O)n(CC(=O)NCc3ccc(OC(C)C)cc3)n2)CC1	-0.7%
Cn1c(=O)c2sccc2n2c(CCCC(=O)NCc3ccc(F)cc3)nnc12	4.9%
Cc1cccn2c(=O)cc(CSc3nnc(NC(=O)COc4ccc(F)cc4)s3)nc12	4.2%
CS(=O)(=O)c1cccc(C(=O)Nc2ccccc2Cc2ccccc2)c1	5.2%
CCN1CCN(c2ncc3c(n2)CCN(Cc2ccc(C)s2)C3)CC1	4.2%
Cc1cccc(NC(=O)CSc2nc3ccc(NC(=O)COc4ccccc4F)cc3s2)c1	-2.9%
COC(=O)c1c(SC)nc2ccccc2c1OCc1ccc(C)cc1	4.6%
CCC(CC)C(=O)NN(C(=O)c1ccncc1)C1CC(=O)N(c2ccccc2)C1=O (configuration not stated)	-7.1%
CCCCN1C(=O)C(=O)N(CC(=O)Nc2sc(CC)cc2C(=O)OCC)C1=O	8.0%
Cc1ccc(NC(=O)CN2Cc3ccccc3C2=O)c(C)c1	6.7%
Cc1cccc(N(C)c2ccc3cc(S(=O)(=O)N4CCCC4)ccc3n2)c1	0.8%
CCc1ccc(NC(=O)CN(c2cc(C)cc(C)c2)S(=O)(=O)c2c(C)[nH]c(=O)[nH]c2=O)cc1	5.2%
CCc1ccc(N(CC)C(=O)c2ccc3c(Cl)c4c(nc3c2)CCC4)cc1	-7.8%
CCOC(=O)Cn1c(=O)oc2cc(S(=O)(=O)N3CCN(c4ccccc4F)CC3)ccc21	4.1%
Cc1nc(C)c(-c2ccn(C(=O)NC(C)C)n2)s1	-6.6%
CCCCOc1cccc(C(=O)N(Cc2ccc(Cl)cc2)C2CCS(=O)(=O)C2)c1 (configuration not stated)	11.9%

Following part:
SMILES	aSyn tox rescue
CCOc1ccc(NC(=O)CN2C(=O)C(c3ccccc3)=NC23CCCCCC3)cc1	7.0%
COc1ccc(S(=O)(=O)N(C)C[C@H]2OCCCC[C@@H](C)Oc3ccc(N(C)C)cc3C(=O)N([C@H](C)CO)C[C@@H]2C)cc1	2.2%
CCn1cc(S(=O)(=O)c2cccc(Cl)c2)c(=O)c2cc(F)c(N3CCC(C)CC3)cc21	4.9%
CN(C)c1ccc(CNC(=O)CCc2ccc(S(=O)(=O)N3CCCCCC3)cc2)cc1	9.2%
CN(C)/C=C1/Oc2c(ccc3ccccc23)C1=O	5.9%
Cc1cccc(NC(=O)c2cc(S(=O)(=O)N3CCc4ccccc43)cn2C)c1	6.9%
Cc1cc(Br)ccc1NC(=O)CCS(=O)(=O)c1cccc2nonc12	-9.8%
Cc1ccc(Cn2cc(S(=O)(=O)c3ccc(C)cc3)c(=O)c3cc(F)c(N4CCCC4)cc32)cc1	3.9%
CCCN1CCN(c2cc3c(cc2F)c(=O)c(S(=O)(=O)c2ccc(Cl)cc2)cn3C)CC1	0.2%
CCc1ccc(NC(=O)CC2C(=O)N(c3ccc(Cl)cc3)C(=O)N2Cc2cccs2)cc1 (configuration not stated)	3.1%
Cc1c(C(=O)OC2CCCCC2)[nH]c2c1C(=O)CC(c1ccc(C(C)(C)C)cc1)C2 (configuration not stated)	4.6%
COC(=O)Cn1c(=O)c2c(n(Cc3ccccc3)c1=O)N/C(=C/c1ccc(OC)cc1)C2=O	6.7%
COCCN=C1NC(=O)C(CC(=O)Nc2cccc(Cl)c2C)S1 (configuration not stated)	7.6%
CCOc1ccc(OCC)c(NC(=O)c2nnn(Cc3cc(Br)ccc3OC)c2N)c1	1.5%
O=C(Nc1ccc(C(=O)O)cc1)/C(=C\c1ccc([N+](=O)[O-])cc1)NC(=O)c1ccco1	1.5%

Screening data as filed in PubChem BioAssay.
